PAFAH1B2 FP inh: PAFAH1B2 enzyme inhibitors, primary screen, biochemical, fluorescence polarization, human. 1.2% of 340,000 active. inhibition, % at 3.39 µM. recombinant PAFAH1B2, FP-rhodamine activity probe. Platelet-activating factor acetylhydrolase IB subunit alpha2 (Homo sapiens), P68402;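 active means inhibition above the mean of all tested compounds plus 3 SD, cut at about 24% in these data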;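 further: 0% = enzyme with DMSO and 100% = wells lacking PAFAH1B2; many of its hits are not listed in these tables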
GSTO1 inh: inhibitors of recombinant GSTO1, primary screen, counter-screen for RBBP9 inhibitor project, biochemical, fluorescence polarization; Glutathione S-transferase omega-1 (Homo sapiens), P78417; activity-based probe fluorescence polarization; inhibition, % at 5.96 µM; 1.1% of 300,000 active;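 active means inhibition above the campaign mean inhibition plus 3 SD, cut at about 35% in these data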;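 further: 0% = GSTO1-1 with DMSO and 100% = wells lacking GSTO1-1 enzyme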
PAFAH1B3 FP inh: PAFAH1B3 enzyme inhibitors, primary screen, biochemical, fluorescence polarization, human; Platelet-activating factor acetylhydrolase IB subunit alpha1 (Homo sapiens), Q15102; recombinant PAFAH1B3, FP-rhodamine probe; inhibition, % at 3.39 µM; 0.28% of 340,000 active; AID 492972, 2010;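 active means inhibition above the screen-wide average of all tested compounds plus 3 SD, cut at about 25% in these data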;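 further: 0% = enzyme with DMSO only and 100% = wells lacking PAFAH1B3 protein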
LYPLA2 counter: LYPLA2 inhibitors, primary screen, counter-screen for PME1 inhibitor project, biochemical, fluorescence polarization, FP-Rh probe ABPP; Acyl-protein thioesterase 2 (Homo sapiens), O95372; 0.38% of 320,000 active; inhibition, % at 5.9 µM; recombinant LYPLA2;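 active means inhibition above the screen-wide mean plus 3 SD, limit set per campaign, cut at about 26% in these data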;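 further: 0% = LYPLA2 with DMSO and 100% = wells lacking LYPLA2 enzyme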
Target sequence (O95372 whole entry, looked up): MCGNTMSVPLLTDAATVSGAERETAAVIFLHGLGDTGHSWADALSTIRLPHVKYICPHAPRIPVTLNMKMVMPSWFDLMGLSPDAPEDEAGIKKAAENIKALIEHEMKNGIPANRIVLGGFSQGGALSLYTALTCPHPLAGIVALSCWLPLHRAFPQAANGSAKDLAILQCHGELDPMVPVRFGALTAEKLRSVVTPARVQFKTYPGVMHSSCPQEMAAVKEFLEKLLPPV
pPAFAH FP inh: pPAFAH enzyme inhibitors, primary screen, biochemical, fluorescence polarization, human; recombinant pPAFAH, FP-rhodamine probe fluorescence polarization; Platelet-activating factor acetylhydrolase (Homo sapiens), Q13093; inhibition, % at 3.39 µM; 1.5% of 330,000 active;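 active means inhibition above the mean inhibition across the screen plus 3 SD, cut at about 25% in these data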;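 further: inhibitors block binding of the rhodamine activity-based probe so polarization drops; 0% = enzyme with DMSO and 100% = wells lacking pPAFAH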
Target sequence (Q13093 whole entry, looked up): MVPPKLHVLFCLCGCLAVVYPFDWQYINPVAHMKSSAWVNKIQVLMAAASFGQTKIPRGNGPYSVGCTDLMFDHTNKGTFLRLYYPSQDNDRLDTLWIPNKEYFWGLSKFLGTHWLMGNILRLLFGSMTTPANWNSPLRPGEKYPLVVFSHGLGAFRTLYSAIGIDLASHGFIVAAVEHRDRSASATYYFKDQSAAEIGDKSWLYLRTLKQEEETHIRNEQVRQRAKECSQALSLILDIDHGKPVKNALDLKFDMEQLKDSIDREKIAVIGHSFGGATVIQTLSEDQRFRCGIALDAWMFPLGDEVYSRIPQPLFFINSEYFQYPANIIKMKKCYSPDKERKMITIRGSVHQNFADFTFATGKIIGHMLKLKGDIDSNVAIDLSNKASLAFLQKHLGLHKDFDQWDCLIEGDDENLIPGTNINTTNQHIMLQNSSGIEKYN
PAFAH2 FP inh: PAFAH2 enzyme inhibitors, primary screen, biochemical, fluorescence polarization, human | Platelet-activating factor acetylhydrolase 2, cytoplasmic (Homo sapiens), Q99487 | recombinant PAFAH2, FP-rhodamine activity probe | inhibition, % at 3.39 µM | 0.99% of 340,000 active;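 active means inhibition above the mean over all tested compounds plus 3 SD, cut at about 30% in these data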;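 further: inhibitors block probe labeling of enzyme so polarization drops; 0% = enzyme with DMSO and 100% = wells lacking PAFAH2 protein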
LYPLA1 inh: LYPLA1 inhibitors, primary screen, counter-screen for PME1 inhibitor project, biochemical, fluorescence polarization, FP-Rh probe ABPP; recombinant LYPLA1; inhibition, % at 5.9 µM; 0.16% of 320,000 active;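 active means inhibition above the mean of all tested compounds plus 3 SD, set per campaign, cut at about 14% in these data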;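 further: inhibitors block serine hydrolase probe labeling of LYPLA1 so polarization falls; 0% = enzyme with DMSO and 100% = wells lacking LYPLA1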
Target sequence (O75608 whole entry, looked up): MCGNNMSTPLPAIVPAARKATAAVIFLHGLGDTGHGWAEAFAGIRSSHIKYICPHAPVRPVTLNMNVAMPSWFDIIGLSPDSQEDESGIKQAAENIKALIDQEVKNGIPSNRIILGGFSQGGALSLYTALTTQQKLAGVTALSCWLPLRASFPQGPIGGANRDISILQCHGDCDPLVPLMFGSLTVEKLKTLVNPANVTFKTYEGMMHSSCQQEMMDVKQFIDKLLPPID
PAD4 inh: human PAD4 inhibitors, primary screen, biochemical, fluorescence polarization, 1536-well format. Protein-arginine deiminase type-4 (Homo sapiens), Q9UM07. recombinant PAD4, RCA probe fluorescence polarization. inhibition, % at 6.36 µM. 0.41% of 330,000 active. AID 485272, 2010;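 active means percent inhibition above a cutoff equal to the mean of all tested compounds plus 3 SD, cut at about 15% in these data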;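 further: 0% = PAD4 with RCA probe and DMSO and 100% = probe without PAD4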
PME-1 primary: PME-1 inhibitors via competitive probe labeling, primary screen, biochemical, fluorescence polarization, FP-Rh probe, HTS; inhibition, % at 5.9 µM; 0.53% of 320,000 active; recombinant PME-1;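 active means inhibition above the campaign mean of all compounds plus 3 SD, cut at about 26% in these data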;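 further: competitive labeling of PME-1 active site by serine hydrolase directed probe; 0% = PME-1 with DMSO and 100% = wells lacking PME-1 enzyme; inhibitors block probe labeling so polarization falls and inhibition rises; many of its hits are not listed in these tables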
Active calls of the source: *; . = no result given.

SMILES	PAFAH1B2 FP inh	GSTO1 inh	PAFAH1B3 FP inh	LYPLA2 counter	pPAFAH FP inh	PAFAH2 FP inh	LYPLA1 inh	PAD4 inh	PME-1 primary
Cc1c(NS(=O)(=O)c2cccc(C(=O)Nc3ccccc3)c2)c(=O)n(-c2ccccc2)n1C	3.1	.	6.3	12.9	-2.6	1.3	-0.1	-3.2	-0.7
COC(=O)c1ccc(NC(=O)CCS(=O)(=O)c2ccc(Br)cc2)cc1	3.8	3.6	12.2	6.9	0.2	-3.5	-2.1	-1.6	3.3
CCC[C@@H](CN1CCC[C@H]1CN1C(N)=NC[C@@H]1Cc1ccccc1)N1C[C@@H]([C@H](C)CC)N(CCc2ccc(Cl)c(Cl)c2)C1=N	0.0	.	16.6	.	-4.4	1.4	.	-3.2	.
O=C(CN(C(=O)C1CSC(=O)C1)c1ccccc1F)NCc1ccc2c(c1)OCO2 (configuration not stated)	5.2	-0.2	1.3	6.8	1.7	2.0	-0.5	3.4	8.0
CCCCCC(=O)NNC(=S)NC(=O)c1ccc([N+](=O)[O-])cc1	0.5	2.2	-2.2	14.4	2.1	1.2	4.9	-1.2	0.8
Cc1ccc2nc(SCC(=O)OCc3ccccc3)nc(=O)n2c1	4.6	2.7	9.5	1.4	0.2	-4.5	1.5	5.2	-1.3
CCOC(=O)CNC(=O)CNC(=O)Cn1ccc2ccccc2c1=O	1.4	-2.0	2.4	-1.4	1.6	2.0	-0.1	1.7	1.2
O=[N+]([O-])c1ccc(C2NS(=O)(=O)N=C3CCCCCN32)cc1 (configuration not stated)	3.5	-1.3	3.5	3.3	3.6	-1.5	-3.5	-3.6	-3.0
COc1ccc(CN2C(=O)CN=C2Nc2ccc(C)cc2C)cc1	-2.7	2.4	13.7	4.8	3.8	4.3	-3.1	-1.2	5.2
CCN(CC)C(=O)c1ccc2c(=O)n(Cc3cccc(Br)c3)c(=S)[nH]c2c1	.	0.7	.	-2.5	3.8	.	1.0	-2.4	2.2
CCOC(=O)C1C(=O)C=C(c2ccc([N+](=O)[O-])cc2)CC1c1ccccc1 (configuration not stated)	-4.5	1.6	0.6	6.8	0.1	4.0	-1.7	0.9	6.7
CCCCC(=O)NC1(C(F)(F)F)NC(=O)N(C)C1=O (configuration not stated)	9.4	-2.5	5.3	2.6	3.3	-4.1	0.3	-1.8	-0.1
COc1cc(C(=O)OCC(=O)Nc2cc(C)on2)cc(OC)c1OC	2.8	-1.6	3.3	7.6	-2.5	1.4	0.8	-6.1	-4.7
COc1ccc(-c2c(C(=O)O)c(-c3ccccc3)cn2C)cc1	6.7	2.2	6.0	8.2	0.0	6.9	0.1	-2.3	9.1
COc1cccc(C(C(=O)NC2CCCCC2)N(C(=O)c2csnn2)C2CC2)c1 (configuration not stated)	5.0	3.8	10.2	-3.9	3.8	6.4	4.2	0.2	-1.6
Cc1cc(NC(=O)CCCOc2ccc(Cl)cc2Cl)no1	2.5	4.2	-1.4	-1.0	2.1	-0.9	2.5	0.1	-3.8
COC(=O)c1c(C)[nH]c(C(=O)C(C)OC(=O)C2CC2)c1C (configuration not stated)	4.5	.	4.9	2.3	-1.6	-4.0	2.4	6.4	0.6
CCOc1ccc(OCc2cccc(C(=O)N3CCCCCC3)c2)cc1	4.4	2.0	-2.4	-2.5	1.4	-1.1	-1.2	-0.9	2.9
CCCCC1C(=O)N(c2ccccc2)N(c2ccc(O)cc2)C1=O (configuration not stated)	4.4	-5.4	6.7	-6.2	2.8	4.2	-3.6	6.3	2.7
COc1ccc(CN2C(=O)c3c(c(C)n(C)c3C)C2C(=O)NC2CCC(C)CC2)cc1 (configuration not stated)	5.9	7.2	2.7	-5.0	0.6	0.7	-1.0	-1.6	-5.1
C=CCOc1ccccc1/C=N/NC(=O)Cc1ccc(C)cc1	5.0	0.2	1.6	2.8	-3.2	2.8	-0.9	-0.9	-5.8
O=C(Cn1nnc(-c2ccccc2F)n1)Nc1ccc2c(c1)OCO2	4.2	-4.2	-0.1	-1.5	4.0	-0.1	-3.4	0.3	-0.1
O=C(CCS(=O)(=O)c1ccccc1F)Nc1ccc(N2CCN(Cc3ccccc3)CC2)cc1	2.3	.	4.4	-0.7	2.2	1.8	0.5	-2.6	-2.5
Cc1ccc2c(c1)nnn2C1CCN(S(=O)(=O)c2ccc(C(=O)N3C(C)CCCC3C)cc2)CC1 (configuration not stated)	2.7	5.2	-0.1	12.4	5.5	6.5	-2.4	-4.0	3.5
COc1cc2sc3cc(NCCCN4CCOCC4)ccc3c(=O)c2cc1OC	4.6	.	27.7*	.	7.5	11.3	.	3.9	.
CN(C(=O)Cn1cnc2ccccc2c1=O)C1CCS(=O)(=O)C1 (configuration not stated)	0.1	-3.1	1.7	6.4	-5.2	-1.2	3.3	-3.3	1.5
Nc1cc2c(cc1O)CCCC2	8.6	26.4	3.0	0.0	30.7*	2.6	-1.2	-9.4	2.5
CC(=O)OCCCn1c(C)[n+](C)c2cc(Cl)c(Cl)cc21	6.1	-0.1	8.5	3.9	-0.8	-0.6	-0.2	-0.2	-0.5
COc1cccc(CNC(=O)c2ccccc2SCC(=O)N2CCCC2)c1	4.2	2.3	-2.3	1.0	-0.2	6.6	-0.4	0.7	0.2
COc1ccc(S(=O)(=O)Nc2ccc3c(c2)OCO3)cc1C	9.9	5.0	9.5	-0.7	6.0	5.0	-0.4	-1.7	2.9
COc1ccccc1CC(NC(C)=O)C(=O)N1CCN(C(=O)Nc2ccccc2Cl)CC1 (configuration not stated)	0.9	5.0	6.1	-0.5	-0.9	-2.4	1.6	3.1	2.0
CC1(C)Cc2c(sc3nc4n(c(=N)c23)CCCCC4)CO1	0.3	8.2	11.6	3.8	18.2	-5.0	2.4	-1.5	-5.0
C=CCn1c(NCCO)nc2sc3c(c2c1=O)CCC3	9.8	2.8	9.7	2.1	-10.4	1.4	-1.1	-4.2	5.7
CCOC(=O)c1cc(NC(=O)c2c(C)noc2C)cc(C(=O)OCC)c1	-0.9	-9.1	2.1	11.8	6.2	-5.3	-3.5	3.2	-0.6
COc1ccc(OC)c(NC(=O)CSc2nc3nc(C)cc(C)n3n2)c1	-0.1	.	5.8	5.9	1.2	4.2	0.5	4.3	1.1
CCOC(=O)c1ccc(NC(=O)CN2C(=O)CN(C(C)=O)C2=S)cc1	2.1	4.0	7.2	2.7	-2.5	4.7	3.6	4.7	3.1
Cc1cnc(C(=O)OCC(=O)Nc2ccc(Cl)cc2Cl)cn1	1.0	-11.8	2.1	3.4	-4.6	-10.2	0.8	-0.8	-6.8
O=C1CCCC(O)=C1N=Nc1ccc2ncsc2c1	6.8	5.7	11.1	1.6	6.1	5.2	-2.8	-1.9	-0.5
CCc1nc(SCC(=O)NNC(=O)c2ccc(OC)cc2)c2ccccc2n1	1.2	17.7	4.0	2.4	0.8	6.1	-4.1	5.3	-2.3
c1ccc(Cc2nn3c(COc4ccccc4)nnc3s2)cc1	8.7	-4.4	3.0	9.2	1.7	-3.2	2.1	-2.9	2.8
O=c1c2ccccc2nc(-c2ccco2)n1/N=C/c1ccco1	3.8	0.4	2.1	6.8	6.8	4.8	5.0	-1.4	-6.1
O=C(NCCN1CCCC1)C1(S(=O)(=O)c2ccc(Cl)cc2)CC1	10.1	-0.5	3.9	1.7	-5.2	6.1	-1.1	5.6	6.0
CCCCCCSc1ccc([C@@H]2[C@@H]3C(=O)N(C)C(=O)[C@@H]3[C@]3(C(=O)OC)CCCCN23)cc1OC	-3.0	-3.7	-4.5	8.3	11.3	-0.2	-1.6	1.5	-8.0
Cc1ccccc1OCc1nnc(SCC(=O)Nc2ccc3c(c2)OCO3)n1C	8.7	-1.0	0.3	-5.1	4.1	-0.5	-0.4	-0.1	-0.3
Cc1ccc2c(Cl)c(C(=O)Nc3cccnc3)sc2c1	1.7	-0.3	1.5	-2.4	-6.5	-8.3	-7.1	-10.1	-7.2
O=C(CNC(=O)c1ccc(Cl)cc1Cl)OCCOc1ccccc1	3.0	8.6	11.2	-2.4	-3.3	-1.9	1.3	-1.3	-0.4
COc1ccc(N2C(=O)CC(N(Cc3ccc(S(N)(=O)=O)cc3)C(C)=O)C2=O)cc1 (configuration not stated)	1.7	7.3	16.4	-1.6	2.0	-2.9	3.7	-8.8	-5.3
O=C(O)C1C2C=CC(CC2)C1C(=O)O (configuration not stated)	-2.5	-1.1	-6.7	6.0	1.0	13.7	1.9	2.0	-6.7
CCOc1ccc2nc(N(CCN(CC)CC)C(=O)/C=C/c3cccs3)sc2c1	-1.5	1.8	1.5	0.4	-5.2	-4.0	-2.3	-5.0	-7.3
COc1cccc(CNC(=O)c2c(C)nn(-c3ccccc3)c2C)c1	3.2	-2.5	8.0	-1.5	-0.8	5.7	-7.1	-7.2	-0.7

Other records follow.
SMILES	PAFAH1B2 FP inh	GSTO1 inh	PAFAH1B3 FP inh	LYPLA2 counter	pPAFAH FP inh	PAFAH2 FP inh	LYPLA1 inh	PAD4 inh	PME-1 primary
Cn1ccsc1=NC(=O)c1ccc(=O)[nH]c1	-0.1	3.2	7.0	1.9	1.6	3.9	-1.8	2.3	2.0
CC1CCN(CC(O)COCCC23CC4CC(CC(C4)C2)C3)CC1 (configuration not stated)	4.3	-0.7	9.5	1.4	-2.1	4.3	-0.3	-0.4	-2.5
Cc1ccc(Cn2ccc(-c3cnc(-c4ccccc4)s3)n2)cc1	2.7	-11.6	1.4	-11.0	-4.1	-8.0	-6.3	-5.1	-5.0
COC(=O)CC(NC(=O)Nc1ccccc1F)c1ccc2c(c1)OCO2 (configuration not stated)	3.9	3.3	6.3	2.7	1.4	0.2	3.5	0.9	3.9
COc1ccc(C(=O)Nc2ccccc2C(=O)NC(Cc2ccc(O)cc2)C(=O)NNC(=O)c2ccncc2)cc1 (configuration not stated)	-2.6	-2.4	6.0	-18.4	2.6	6.8	-4.9	4.6	-4.8
Cc1cc(C(=O)COC(=O)c2ccccc2O)c(C)n1CC1CCCO1 (configuration not stated)	1.4	.	-0.3	-1.6	-2.0	-0.6	-6.3	4.8	2.8
O=S(=O)(Nc1ccccc1)c1ccc(NS(=O)(=O)c2c(F)cccc2F)cc1	14.7	11.4	6.1	3.0	27.5*	0.6	1.7	-5.0	7.8
CNC(=S)N/N=C(\C)c1cccc([N+](=O)[O-])c1	-1.6	3.3	-0.2	6.3	3.5	0.8	-1.0	3.1	-6.9

These rows are one share of the data; count on the stated rates, not on these rows.
